Pemphigus Ab inh = human desmoglein-3 autoantibody binding inhibition; binding (percent of control), % at 10 µM; DSG3-coupled beads, scFv-anti-DSG3-GFP binding, flow cytometry; stronger effect = lower value; P32926; AID 588358; hit rate 0.48% among 310,000;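 active = binding more than 3 SD below its plate's average and above zero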;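 also: hits lower antibody fragment binding to DSG3; some compounds called inactive have numbers as strong as hits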
Target sequence (P32926 whole entry, looked up, the tested form may be a part): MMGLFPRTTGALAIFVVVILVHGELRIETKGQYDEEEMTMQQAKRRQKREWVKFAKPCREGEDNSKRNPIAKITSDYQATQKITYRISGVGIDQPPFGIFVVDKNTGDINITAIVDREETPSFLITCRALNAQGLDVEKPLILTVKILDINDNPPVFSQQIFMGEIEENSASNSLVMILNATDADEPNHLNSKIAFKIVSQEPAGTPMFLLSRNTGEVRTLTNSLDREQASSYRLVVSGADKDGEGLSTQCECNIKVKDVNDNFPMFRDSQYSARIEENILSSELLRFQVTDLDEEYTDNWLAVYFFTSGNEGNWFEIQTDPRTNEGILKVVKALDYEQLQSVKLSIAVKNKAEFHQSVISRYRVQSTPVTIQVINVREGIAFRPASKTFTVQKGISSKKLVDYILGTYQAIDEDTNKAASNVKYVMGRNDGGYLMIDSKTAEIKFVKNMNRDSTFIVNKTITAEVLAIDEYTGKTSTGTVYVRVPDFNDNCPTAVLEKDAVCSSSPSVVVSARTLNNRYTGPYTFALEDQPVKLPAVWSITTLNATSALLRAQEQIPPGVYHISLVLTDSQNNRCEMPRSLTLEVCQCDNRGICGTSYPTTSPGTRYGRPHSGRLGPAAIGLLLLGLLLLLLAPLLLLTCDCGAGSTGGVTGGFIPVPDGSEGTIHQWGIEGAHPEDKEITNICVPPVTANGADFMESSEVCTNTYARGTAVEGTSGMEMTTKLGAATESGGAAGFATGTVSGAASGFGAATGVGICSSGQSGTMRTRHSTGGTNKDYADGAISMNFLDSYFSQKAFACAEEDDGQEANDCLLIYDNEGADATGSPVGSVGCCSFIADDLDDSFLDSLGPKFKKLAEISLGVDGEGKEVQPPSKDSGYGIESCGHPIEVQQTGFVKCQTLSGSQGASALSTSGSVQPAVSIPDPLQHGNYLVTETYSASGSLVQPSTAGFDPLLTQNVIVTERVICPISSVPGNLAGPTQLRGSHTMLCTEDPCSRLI
Wnt bcat act = activates Wnt/beta-catenin signaling in a reporter cell assay; activation, % at 9.35 µM; hit rate 1.2% among 300,000; activator, plate reader; in the data active = activation above about 30%, passing the limit was not always enough;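 also: 0% = neutral control wells and 100% = positive control wells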
cardiac RTF act = increases calcium sensitivity of human cardiac regulated thin filaments | IANBD-labeled TnC RTF fluorescence at EC20 calcium; 0% EC20 calcium, 100% full calcium | activation, % at 7.2 µM | hit rate 0.24% among 340,000;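 active = activation above the mean over all tested compounds plus 3 SD, cut at about 30% in these data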;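 also: rise in fluorescence read as greater calcium sensitivity of cardiac thin filaments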
Cardiac RTF inh = cardiac RTF calcium desensitization | P19429+P45379 | IANBD-labeled cardiac RTF, Ca2+ fluorescence | inhibition, % at 7.15 µM | hit rate 0.12% among 340,000;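 active = inhibition above the mean inhibition of all tested compounds plus 3 SD, cut at about 17% in these data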;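 also: assay run at fixed EC70 calcium of 1.6 mM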
Keap1-Nrf2 PPI = inhibitors of human Keap1-Nrf2 protein-protein interaction. Q14145. Keap1 Kelch-Nrf2 peptide fluorescence polarization, 1536-well. inhibition, % at 9.4 µM. hit rate 0.15% among 340,000; in the data active = inhibition above about 12%;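 also: human Keap1 Kelch domain with fluorescein labeled Nrf2 9mer peptide probe; 0% = neutral control wells and 100% = peptide positive control; higher means more block of Keap1 binding to Nrf2 peptide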
Arrestin-AP2 inh = blocks beta-arrestin peptide binding to AP2 adaptin; FITC-arrestin peptide / GST-AP2 beads, flow cytometry; AP2 beta2 appendage carries R879A mutation; inhibition, % at 10 µM; hit rate 0.31% among 340,000; AID 504490;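 active = inhibition above a set limit, near 3 SD of compounds lacking own fluorescence, cut at about 54% in these data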;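 also: plate controls were DMSO wells for no effect and 5 µM unlabelled arrestin peptide for full effect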
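System: GST-AP2 R879A glutathione beads | Also added: FITC-arrestin peptide, 50 nM | Times: 12 min plus 1 h, RT | Signal: Bead flow cytometry, FITC channel | Buffer or medium: PBS with 0.05% Tween 20 and 0.1% BSA | Read-out basis: Percent drop in bead-associated FITC signal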
LANA DNA inh = KSHV C-LANA DNA binding inhibition | MBP-C-LANA/FAM-LBS DNA binding, fluorescence polarization | inhibition, % at 9 µM | hit rate 0.078% among 340,000;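 active = highest replicate inhibition at or above 60% at 9 µM, even if other replicates fall short; inactive = all replicates below 60% inhibition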;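 also: 0% = neutral control wells and 100% = 4 µM acridine orange control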
V-ATPase pHluor = yeast V-ATPase proton transport regulation by pHLuorin | S. cerevisiae, pHLuorin cytosolic pH fluorescence | AID 504577 | response, % at 10 µM | hit rate 0.37% among 350,000; in the data active = response mostly above about 7.3%, no sharp cut-off; inactive = mostly below about 5.4%; also: actives read high; inactives centre near 0; some compounds called inactive have numbers as strong as hits; reference of the scale not given here
MOR-DOR ag = agonists of human mu-delta opioid receptor heterodimerization. activation, % at 9.3 µM. AID 504326. hit rate 0.3% among 340,000. cells, OPRM1-OPRD1 heterodimerization, luminescence; in the data active = activation above about 18%;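 also: 0% = vehicle-treated cells and 100% = reference agonist; values of inactives mirror those of a sister screen read the other way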
MOR-DOR inv ag = mu-delta opioid heterodimer inverse agonism; inhibition, % at 9.3 µM; AID 504357; P35372+P41143; hit rate 0.21% among 340,000; cell-based MOR-DOR heterodimer luminescence; in the data active = inhibition above about 22%, passing the limit was not always enough;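 also: 0% = cells with DMSO and 100% = wells without cells with DMSO; values of inactives mirror those of a sister screen read the other way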
* hit, by the source's call; · = no result given. An unsorted share of the library; about 3.1% have a hit in one of these screens.

1	O=C(NCCN1CCN(C(=O)c2cccc(Br)c2)CC1)C(=O)Nc1ccc(Br)cc1
2	NC(=O)c1c(NC(=O)CSc2nnc(Cc3ccccc3)n2Cc2ccco2)sc2c1CCC2
3	O=C(Nc1ccc(Cl)cc1C(=O)O)c1ccc2c(c1)C(=O)N(Cc1ccco1)C2=O
4	O=[N+]([O-])c1ccc(Sc2n[nH]c(-c3ccc(Cl)cc3Cl)n2)nc1
5	O=C(OCc1nc2ccccc2s1)c1ccccc1O
6	Cc1cc2c(=O)n(C)c(SCC(=O)NC3CCCC3)nc2s1

entry no.	1	2	3	4	5	6
Pemphigus Ab inh	93	101	99	92	102	92
Wnt bcat act	-6	·	-1	4	15	-2
cardiac RTF act	4	6	-13	6	-1	4
Cardiac RTF inh	-1	-5	-2	-3	-1	4
Keap1-Nrf2 PPI	-5	2	1	0	0	7
Arrestin-AP2 inh	-3	6	21	-3	1	-13
LANA DNA inh	0.9	-0.3	0.3	-0.9	0.2	1.3
V-ATPase pHluor	1	-1	0	-3	2	2
MOR-DOR ag	0.4	0.2	2.2	0.2	1.1	-3.0
MOR-DOR inv ag	-3	-1	-16	-1	-6	16

7	OC(COc1cccc2ccccc12)CN1CCN(c2ccccc2Cl)CC1 (centres undefined)
8	CC1CCC2(CC1)NC(=O)N(CC(=O)N1CCN(S(=O)(=O)c3ccc4c(c3)CCC4)CC1)C2=O (centres undefined)
9	O=C(c1cccc(Br)c1)N1CCN(c2cnn(-c3ccccc3)c(=O)c2Cl)CC1
10	CC(C)(C)C(=O)Nc1nnc(COc2ccc(Cl)cc2)s1
11	Cc1ccc(NC(=O)COC(=O)c2ccc([N+](=O)[O-])o2)cc1S(=O)(=O)N1CCCCC1
12	COc1ccc(Cn2c(C3CC3)nc3ccc(NC(=O)c4cccnc4)cc3c2=O)cc1

entry no.	7	8	9	10	11	12
Pemphigus Ab inh	97	97	100	116	116	102
Wnt bcat act	-2	-1	-2	7	3	·
cardiac RTF act	-1	-3	7	-1	6	-3
Cardiac RTF inh	-3	2	-5	-5	-2	-2
Keap1-Nrf2 PPI	6	2	0	3	-6	0
Arrestin-AP2 inh	4	-9	-1	48	-11	-4
LANA DNA inh	-1.5	1.2	0.7	7.9	0.8	-0.2
V-ATPase pHluor	-1	-3	0	-2	-3	1
MOR-DOR ag	2.9	-3.4	1.4	11	6.3	-2.0
MOR-DOR inv ag	-15	13	-7	-60	-33	11

13	CCCCN(CCCC)CCNC(=O)c1cn(CC)c2ccc(S(=O)(=O)N(C)C3CCCCC3)cc2c1=O
14	O=C(CCn1c(=O)sc2ccccc21)NCCN1CCOCC1
15	CCOC(=O)CSc1nc2sc3c(c2c(=O)n1CC)CC(C)(C)OC3
16	Cc1onc(-c2c(Cl)cccc2Cl)c1C(=O)NCCc1ccc(S(N)(=O)=O)cc1
17	Cc1cccc2sc(NC(=O)c3ccc(OCC4CCCO4)cc3)nc12 (centres undefined)
18	CCN(CC)N=Nc1ccc(C(=O)O)cc1

entry no.	13	14	15	16	17	18
Pemphigus Ab inh	·	100	97	91	102	·
Wnt bcat act	-3	0	0	·	9	3
cardiac RTF act	-4	6	1	5	-4	4
Cardiac RTF inh	-7	-7	-9	-6	-6	-35
Keap1-Nrf2 PPI	-1	6	2	0	5	-2
Arrestin-AP2 inh	0	0	7	8	-2	1
LANA DNA inh	0.0	9.4	1.2	0.5	4.0	0.6
V-ATPase pHluor	2	1	-1	-2	2	3
MOR-DOR ag	-3.2	-0.5	0.1	-2.5	2.3	0.6
MOR-DOR inv ag	16	3	0	11	-11	-3

19	COCCNC(=O)C(c1ccco1)N(C(=O)Cn1nnc2ccccc21)c1ccc(C)cc1C (centres undefined)
20	CCN(CC)c1ccc2c(C)c(CO)c(=O)oc2c1
21	N#Cc1cccc(-n2nnnc2-c2ccc3c(c2)OCO3)c1
22	CCC(=O)Nc1ccc(C(=O)Nc2cccc(C)n2)cc1
23	COC(=O)c1ccccc1NC(=O)c1ccccc1N(C)S(=O)(=O)c1ccccc1
24	COc1ccc2sc(NC(=O)NC(=O)c3c(Cl)cccc3Cl)nc2c1

entry no.	19	20	21	22	23	24
Pemphigus Ab inh	92	104	53	88	108	119
Wnt bcat act	·	0	0	30	-1	2
cardiac RTF act	0	7	-8	12	4	2
Cardiac RTF inh	-3	-6	-4	-10	-13	-1
Keap1-Nrf2 PPI	1	-1	6	-3	-4	-4
Arrestin-AP2 inh	11	-1	70*	32	16	10
LANA DNA inh	0.8	-0.6	1.2	0.8	0.1	-0.5
V-ATPase pHluor	3	-6	5	-1	-1	-1
MOR-DOR ag	0.9	-1.1	-1.4	-2.2	-3.6	1.4
MOR-DOR inv ag	-5	6	8	11	19	-7

25	O=C(COC(=O)CCCN1C(=O)c2ccccc2C1=O)Nc1ncc(Cl)cc1Cl
26	CC(C)C(=O)Nc1nc(-c2ccc3c(c2)CCN3C(=O)C2CC2)cs1
27	Cn1cc(CCNC(=O)C2CCC(=O)N(CCc3ccc(Cl)cc3)C2)cn1 (centres undefined)
28	Cn1nccc1C(=O)N1CCN(c2ccccc2Cl)CC1
29	COc1ccc(-c2csc(N3CCN(C(=O)c4ccco4)CC3)n2)cc1
30	O=C1/C(=C/c2ccc([N+](=O)[O-])cc2)Oc2cc(O)ccc21

entry no.	25	26	27	28	29	30
Pemphigus Ab inh	102	97	102	104	105	94
Wnt bcat act	·	2	-1	1	-1	25
cardiac RTF act	-3	3	0	4	-3	0
Cardiac RTF inh	5	-3	1	-4	-1	-9
Keap1-Nrf2 PPI	-7	-2	1	1	-2	-6
Arrestin-AP2 inh	1	1	-11	-9	-4	-4
LANA DNA inh	0.2	-1.7	0.2	0.6	-1.4	-1.1
V-ATPase pHluor	-2	-2	1	-5	-2	0
MOR-DOR ag	-2.4	0.5	-1.7	-0.2	-2.0	-1.5
MOR-DOR inv ag	10	-3	12	1	10	8

31	CCCOc1ccccc1Cn1c(=O)oc2ccc(C)cc21
32	Cn1cccc1C(=O)Nc1ccc(Cl)c(S(=O)(=O)N2CCCCC2)c1
33	CCCC(=O)Nc1cccc(NC(=S)NC(=O)C(C)Oc2ccc(Cl)cc2Cl)c1 (centres undefined)
34	CCCCN(C)C(=O)c1cc2cc([N+](=O)[O-])cc(OC)c2oc1=O
35	Cc1ccnc2c1ccc1c(C)ccnc12
36	CC(C)(C)C(=O)NCc1ccc(C(=O)CSc2nnc(C3CC3)n2C2CC2)s1

entry no.	31	32	33	34	35	36
Pemphigus Ab inh	·	·	104	115	88	81
Wnt bcat act	-4	-5	-2	-2	·	2
cardiac RTF act	7	-4	3	10	-3	-1
Cardiac RTF inh	-11	-9	-4	-2	-2	-7
Keap1-Nrf2 PPI	-7	-4	0	-8	-7	4
Arrestin-AP2 inh	3	-8	-11	13	-3	22
LANA DNA inh	-1.5	-0.2	-0.1	0.3	-0.7	0.7
V-ATPase pHluor	4	6	3	-5	4	-2
MOR-DOR ag	2.3	0.1	-0.4	-2.3	-0.8	-2.4
MOR-DOR inv ag	-12	0	2	11	3	10

In the list so far, these contain an aryl methoxy group:
12	COc1ccc(Cn2c(C3CC3)nc3ccc(NC(=O)c4cccnc4)cc3c2=O)cc1
24	COc1ccc2sc(NC(=O)NC(=O)c3c(Cl)cccc3Cl)nc2c1
29	COc1ccc(-c2csc(N3CCN(C(=O)c4ccco4)CC3)n2)cc1
34	CCCCN(C)C(=O)c1cc2cc([N+](=O)[O-])cc(OC)c2oc1=O

entry no.	12	24	29	34
Pemphigus Ab inh	102	119	105	115
Wnt bcat act	·	2	-1	-2
cardiac RTF act	-3	2	-3	10
Cardiac RTF inh	-2	-1	-1	-2
Keap1-Nrf2 PPI	0	-4	-2	-8
Arrestin-AP2 inh	-4	10	-4	13
LANA DNA inh	-0.2	-0.5	-1.4	0.3
V-ATPase pHluor	1	-1	-2	-5
MOR-DOR ag	-2.0	1.4	-2.0	-2.3
MOR-DOR inv ag	11	-7	10	11

Later entries.
37	CC(=O)c1cccc(NC(=O)N2CCCc3ccccc32)c1
38	CC(C)(/C=N/O)/[N+]([O-])=C/c1ccccc1
39	Cc1ccc(C)n1-c1ccc(N2CCOCC2)c([N+](=O)[O-])c1
40	CCOC(=O)c1ccc(NC(=O)N2CCOCC2)cc1
41	Cc1n[nH]c(C)c1C(=O)CC1(O)C(=O)N(Cc2ccccc2)c2ccc(Br)cc21 (centres undefined)
42	CC1(C)CC(=O)c2cc(C(=O)NCc3ccco3)c(=O)n(-c3ccccc3)c2C1

entry no.	37	38	39	40	41	42
Pemphigus Ab inh	99	96	·	98	95	103
Wnt bcat act	-3	-2	3	10	·	-3
cardiac RTF act	-12	·	-1	-1	0	-1
Cardiac RTF inh	-10	·	-6	-5	-4	-1
Keap1-Nrf2 PPI	-3	-8	8	3	3	-6
Arrestin-AP2 inh	-5	15	2	-17	0	2
LANA DNA inh	1.0	3.0	5.4	0.2	0.9	2.6
V-ATPase pHluor	-3	-3	-1	1	-2	3
MOR-DOR ag	-1.5	·	-1.1	-2.8	-1.6	-1.1
MOR-DOR inv ag	7	·	5	13	7	6

43	COc1ccc(C(=O)NCC(=O)Nc2ccc(F)cc2)cc1OC
44	COC(=O)C1CCN(C(=O)CN(C)Cc2ccc(C(C)(C)C)cc2)CC1
45	Oc1c(C=Nc2ccccc2)sc(=S)n1Cc1ccccc1
46	CC1(C)C(=O)OC(c2cccn2-c2ccc([N+](=O)[O-])cc2)C(C)(C)C1=O (centres undefined)
47	CSc1nc(C)cc(/C=C\c2ccccc2)c1C#N
48	Cc1cc(C)c(NC(=O)c2ccc3nccnc3c2)c(C)c1
49	CC(C)(C)OC(=O)NCC1CCN(S(=O)(=O)Cc2ccccc2)CC1
50	Cn1cccc1C(=O)N/N=C/c1c(Cl)cccc1Cl

entry no.	43	44	45	46	47	48	49	50
Pemphigus Ab inh	97	94	115	·	94	100	99	116
Wnt bcat act	-3	-3	3	4	·	-3	0	28
cardiac RTF act	-5	-6	10	3	-1	-5	-2	-1
Cardiac RTF inh	4	0	-10	-2	-9	-13	1	-15
Keap1-Nrf2 PPI	-2	-1	2	-5	2	-4	-7	3
Arrestin-AP2 inh	8	3	-7	8	8	-8	6	-1
LANA DNA inh	-1.0	1.6	1.7	0.4	2.4	-1.4	1.3	1.8
V-ATPase pHluor	-2	1	2	8	-2	2	1	1
MOR-DOR ag	-0.9	0.4	11	0.8	1.3	-2.2	-1.2	-1.0
MOR-DOR inv ag	5	-3	-64	-4	-7	11	6	4

Bioassay records (PubChem)
